BoNT-A LC inh2: blocks Botulinum neurotoxin A light chain protease | multiplex microsphere protease substrate cleavage, flow cytometry | inhibition, % at 10 µM | hit rate 0.17% among 360,000 | AID 588499; further: plate controls were buffer without enzyme for full effect and enzyme alone for no effect
TcdB inh: TcdB glycohydrolase inhibition; P18177; TcdB glycohydrolase enzymatic assay, plate reader; inhibition, % at 9.99 µM; hit rate 0.24% among 350,000; AID 652162; in the data active means inhibition above about 10%
Anthrax LF prot: blocks Bacillus anthracis lethal factor protease; inhibition, % at 10 µM; multiplex microsphere protease cleavage assay, LF; AID 588501; hit rate 0.12% among 360,000; further: plate controls were buffer without enzyme for full effect and enzyme alone for no effect
Target sequence (P15917 whole entry, looked up): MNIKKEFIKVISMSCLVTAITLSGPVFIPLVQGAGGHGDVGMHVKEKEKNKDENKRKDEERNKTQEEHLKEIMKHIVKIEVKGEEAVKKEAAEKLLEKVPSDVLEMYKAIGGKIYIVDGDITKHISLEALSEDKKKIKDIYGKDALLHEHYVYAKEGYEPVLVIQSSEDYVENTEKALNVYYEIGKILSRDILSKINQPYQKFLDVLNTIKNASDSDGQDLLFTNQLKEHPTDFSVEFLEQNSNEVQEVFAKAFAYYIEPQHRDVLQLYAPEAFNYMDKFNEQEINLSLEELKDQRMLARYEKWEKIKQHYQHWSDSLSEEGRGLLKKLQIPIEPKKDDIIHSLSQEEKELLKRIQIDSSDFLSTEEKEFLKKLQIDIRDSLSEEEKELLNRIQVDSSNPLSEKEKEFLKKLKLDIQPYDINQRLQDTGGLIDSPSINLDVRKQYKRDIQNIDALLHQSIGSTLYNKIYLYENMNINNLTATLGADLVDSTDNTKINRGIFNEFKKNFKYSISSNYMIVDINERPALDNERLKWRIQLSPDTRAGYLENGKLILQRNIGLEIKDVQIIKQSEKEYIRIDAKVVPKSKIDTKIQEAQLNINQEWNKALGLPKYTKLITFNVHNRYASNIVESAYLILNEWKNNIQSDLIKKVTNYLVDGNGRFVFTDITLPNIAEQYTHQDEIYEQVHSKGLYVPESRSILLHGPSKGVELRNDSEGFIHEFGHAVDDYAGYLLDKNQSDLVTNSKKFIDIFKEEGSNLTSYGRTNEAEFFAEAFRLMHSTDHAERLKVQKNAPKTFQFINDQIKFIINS
Y pestis TopoI: blocks Yersinia pestis topoisomerase I activity; hit rate 0.064% among 360,000; Y. pestis Topo-I cleavage product accumulation, plate reader; activity, % at 10 µM; in the data active means activity above about 50%, passing the limit was not always enough; inconclusive means no clear call, values can overlap the other calls; further: inactives centre near 2
CCHF vOTU inh: blocks the CCHF virus ovarian tumor domain protease | CCHFV vOTU protease, Pep-AMC fluorescence | inhibition, % at 11.5 µM | hit rate 0.55% among 370,000 | AID 651958; in the data active means inhibition above about 30%; further: 0% = vehicle wells with enzyme and 100% = no enzyme wells
Vc quorum ag: quorum light induction in luxS cqsA deficient V. cholerae | V. cholerae BH1578 lux reporter, luminescence, 6 h | activation, % at 18.7 µM | hit rate 0.16% among 350,000; in the data active means activation mostly above about 9.7%, no sharp cut-off; inconclusive means no clear call, values can overlap the other calls; inactive means mostly below about 3.7%; further: not every result past the cut was called active; inactives centre near 0; reference of the scale not given here
3CLpro inhibitor: SARS-CoV 3CLpro protease inhibition; P0C6X7; recombinant SARS-CoV 3CLpro, quenched FRET peptide cleavage; inhibition, % at 6 µM; hit rate 0.14% among 290,000; in the data active means inhibition above about 12%
SSB-PriA inh: blocks PriA binding to SSB C-terminal tail; AID 1272365; hit rate 0.6% among 430,000; AlphaScreen SSBct-PriA binding, biotinylated peptide; inhibition, % at 33 µM; in the data active means inhibition mostly above about 37%, no sharp cut-off; inactive means mostly below about 20%;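 further: plate controls were negative control peptide for no effect and reference peptide for full effect; strong numbers were not always called active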
PfHsp40 yeast: rescue of PfHsp40-mediated yeast toxicity; S. cerevisiae expressing PfHsp40, growth rescue, ATP luminescence; growth rescue, % at 12.5 µM; hit rate 0.68% among 340,000; AID 504582; in the data active means growth rescue above about 28%, passing the limit was not always enough; inconclusive means no clear call, values can overlap the other calls;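 further: yeast W303a lacking pdr1 and pdr3 grown in galactose medium; growth measured after three days at 30 °C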
DUSP3 inh: inhibitors of human VHR1 phosphatase (DUSP3); hit rate 0.52% among 290,000; P51452; inhibition, % at 13.3 µM; AID 1654; recombinant VHR phosphatase, pNPP absorbance; in the data active means inhibition above about 50%; further: some compounds called inactive have numbers as strong as hits
Target sequence (P51452 whole entry, looked up): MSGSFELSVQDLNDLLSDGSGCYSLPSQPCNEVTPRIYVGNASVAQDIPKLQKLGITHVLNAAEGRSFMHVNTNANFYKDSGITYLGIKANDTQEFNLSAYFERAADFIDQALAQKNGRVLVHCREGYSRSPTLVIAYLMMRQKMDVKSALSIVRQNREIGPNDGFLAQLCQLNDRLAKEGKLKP
* hit, by the source's call; i = inactive; ? = inconclusive; . = no result given; & = joins results of further samples. Unless noted, no stated cut-off is given here; in the data, active means inhibition above about 30%; inconclusive means no clear call, values can overlap the other calls; inactive means below that.

mol | BoNT-A LC inh2 | TcdB inh | Anthrax LF prot | Y pestis TopoI | CCHF vOTU inh | Vc quorum ag | 3CLpro inhibitor | SSB-PriA inh | PfHsp40 yeast | DUSP3 inh
COc1ccc(CN2CCN(C(=O)CC(C)C)CC2)cc1Br | -1.6 | 2.5 | -4 | 9 | -4 | i | -3 | 4 | -1.7 | 24
Cc1cc(NC(=O)c2cc3cccc([N+](=O)[O-])c3[nH]2)ccc1F | ? | 0.4 | 1 | -3 | 3 | 0.6 | 6 | 12 | 1.0 | 13
CSc1ncccc1C(=O)Nc1nc(C(C)(C)C)cs1 | 0.8 | -4.6 | 3 | -4 | 22 | -0.4 | 1 | -1 | -0.5 | 20
N#Cc1cccc(NC(=O)Cn2cnc(S(=O)(=O)N3CCCC3)c2)c1 | -1.0 | -1.2 | -3 | 3 | 10 | i | -3 | -12 | -0.1 | 7
COc1ccc(NS(=O)(=O)c2cc(NC(=O)CCNC(=O)c3ccco3)ccc2OC)cc1 | 1.7 | 1.4 | -2 | 4 | -2 | -1.2 | . | -4 | -1.3 | .
Cc1ccc(S(=O)(=O)N2CCOCC2)cc1NC(=O)COC(=O)c1n[nH]c(=O)c2ccccc12 | -1.0 | 0.0 | -6 | 8 | 11 | i | 2 | 7 | -1.5 | 2
COc1ccc(S(=O)(=O)N2CC(O)C[C@H]2C(=O)OCC(=O)N2CCCCCC2)cc1 (stereo partly specified) | -0.1 | 0.9 | -4 | 4 | -9 | -1.5 | -6 | -10 | -0.3 | 11
Cn1c(CCN2CCCCC2)nc2cc(NC(=O)COc3ccccc3)ccc21 | -1.5 | 0.4 | -3 | -3 | -7 | i | -2 | -4 | 0.6 | 21
Cc1ccc(NC(=O)COC(=O)Cc2c[nH]c3ccccc23)cc1C | -6.3 | -4.7 | ? | -8 | 18 | i | . | 0 | 3.2 | .
CCOC(=O)c1cnn(-c2cc(Oc3ccccc3C)ncn2)c1N | 0.0 | . | -5 | -5 | 15 | . | 2 | -7 | 0.0 | 7
CNS(=O)(=O)c1cccc(C(=O)OCC(=O)Nc2ccc(N3CCCCC3)cc2)c1 | -1.0 | -1.8 | -8 | -3 | 3 | -0.9 | 4 | 17 | 0.2 | 13
Brc1ccc(-n2cc(-c3ccccc3)c3c(NN4CCOCC4)ncnc32)cc1 | 1.1 | -1.3 | 0 | 5 | 0 | -0.6 | 0 | 5 | 4.6 | 27
Cc1ccc(S(=O)(=O)NNC(=O)C2CCN(Cc3ccccc3)CC2)cc1 | -0.2 | . | -2 | -1 | 11 | -0.6 | -1 | -9 | -0.7 | 35
COc1ccccc1CN1[C@@H](CC(C)=O)c2cc(C(F)(F)F)ccc2S1(=O)=O | 0.0 | 0.9 | -1 | 13 | 4 | -0.4 | . | -10 | 0.0 | .
COc1ccc(S(=O)(=O)NCCC(=O)NC2CCCCCCC2)cc1 | -0.8 | . | -4 | -4 | 3 | -1.0 | 4 | 9 | 0.4 | 22
COCCCn1nnnc1SCC(=O)Nc1ccc2c(c1)OCCO2 | -0.1 | 1.5 | -4 | 5 | -9 | -0.6 | -2 | -12 | -0.4 | 5
Cc1ccc(-c2cc(-c3n[nH]c(=S)n3C)c3ccccc3n2)cc1 | 0.4 | 2.7 | -5 | 11 | 19 | -0.3 | 5 | 11 | 14 | 28
Cc1cc(OCC#N)nc(N)n1 | -0.7 | -6.4 | -1 | 2 | 16 | i | 0 | -6 | 2.1 | 20
CC(=O)c1oc2ccccc2c1NC(=O)CN1CCCCC1 | -0.9 | -1.0 | -5 | 1 | 14 | -3.7 | 4 | -14 | -0.5 | 31
COc1ccc(N2CCN(C(=O)CCC(=O)NNc3nc4ccccc4c4nc(C)nn34)CC2)cc1 | -0.3 | -2.5 | -1 | 17 | 1 | 4.2 | -4 | -8 | 0.2 | -15
O=C(Nc1nsc(-c2ccccc2)n1)c1ccncc1 | -1.0 | . | 6 | 0 | 6 | i | 1 | -9 | -0.3 | 4
C/C(=N\Nc1ccc(Cl)c(C(=O)O)c1)c1ccc2c(c1)OCO2 | -0.2 | -0.3 | -4 | 0 | -3 | -0.2 | 3 | . | -1.4 | 14
CCOC(=O)[C@]12CCCC=C1N(Cc1ccc(Cl)cc1Cl)C(=O)[C@H](CC(=O)N1CCSCC1)C2 | 0.8 | 0.7 | 2 | . | 5 | . | . | . | . | .
CCOc1ccccc1N1CCN(c2nc3ccccc3nc2C(C#N)C(=O)OC)CC1 (stereo unspecified) | 20 | . | 14 | 4 | 28 | 0.4 | -2 | 8 | 1.4 | 14
COc1cc(OC)c(N(C)C(=O)CCNC(=O)Cn2cnc3ccccc3c2=O)cc1Cl | -0.6 | . | -2 | -2 | -16 | i | 2 | -11 | -1.6 | 13
Cn1nc(OCC(N)=O)ccc1=O | 0.6 | . | -6 | 4 | 1 | i | -2 | 3 | -0.7 | -9
CC(NC(=O)c1cc(=O)[nH]c2ccc(Br)cc12)c1ccccc1 (stereo unspecified) | . | 1.9 | . | . | -9 | . | -1 | . | . | 23
Cc1cccc(NC(=O)C2CCCN(c3nc(C)cc(C)n3)C2)c1 (stereo unspecified) | 0.0 | 0.5 | -1 | 12 | . | -0.2 | -3 | -14 | 0.1 | 5
COCCN(CCOC)S(=O)(=O)c1ccc(C(=O)Nc2nnc(COC)o2)cc1 | -0.3 | 1.1 | -1 | -3 | 8 | i | -2 | 4 | 8.0 | 41
COc1ccccc1N1CCN(C2CCN(C(=O)COc3ccccc3)CC2)CC1 | 0.9 | 1.3 | -4 | 5 | -10 | -0.3 | -4 | -2 | -0.8 | 29

Full records, quoted from the list. Screens in order: BoNT-A LC inh2, TcdB inh, Anthrax LF prot, Y pestis TopoI, CCHF vOTU inh, Vc quorum ag, 3CLpro inhibitor, SSB-PriA inh, PfHsp40 yeast, DUSP3 inh
COc1cc(OC)c(N(C)C(=O)CCNC(=O)Cn2cnc3ccccc3c2=O)cc1Cl as listed: -0.6, ., -2, -2, -16, i, 2, -11, -1.6, 13
Cc1ccc(S(=O)(=O)NNC(=O)C2CCN(Cc3ccccc3)CC2)cc1 as listed: -0.2, ., -2, -1, 11, -0.6, -1, -9, -0.7, 35

(cont.)
mol | BoNT-A LC inh2 | TcdB inh | Anthrax LF prot | Y pestis TopoI | CCHF vOTU inh | Vc quorum ag | 3CLpro inhibitor | SSB-PriA inh | PfHsp40 yeast | DUSP3 inh
O=C1c2ccccc2C(=O)N1n1cccc1 | -0.2 | . | -2 | 2 | 0 | 3.4 | 2 | -1 | 0.1 | 12
CC(=O)Nc1ccc(S(=O)(=O)NC(CC(=O)O)c2ccc(OC(C)C)cc2)cc1 (stereo unspecified) | 0.3 | . | 0 | -2 | 14 | 0.6 | -1 | -14 | -0.1 | 29
O=S(=O)(NCc1ccco1)c1ccc(Cl)s1 | 0.1 | 1.4 | -4 | 1 | 6 | i | . | 0 | 0.7 | .
CNC(=O)NC(=O)C(OC(=O)Cc1cccc(C(F)(F)F)c1)c1ccccc1 (stereo unspecified) | -0.2 | 0.5 | -9 | 29 | 16 | i | 1 | -16 | 1.4 | -6
O=C(CSc1nnc2sc3ccccc3n12)c1ccco1 | 2.0 | . | 8 | 2 | -1 | i | -10 | -8 | -0.5 | -12
O=C(CSc1nc2ccccc2o1)N/N=C/c1ccc(O)c(O)c1 | 1.3 | -6.9 | -3 | -4 | 21 | -0.5 | -1 | . | 1.2 | 11
N#CC1(c2ccc(NC(=O)c3ccccc3F)cc2)CCCC1 | 1.1 | . | -2 | 0 | -7 | -0.3 | -4 | -10 | -0.4 | 37
COc1ccc(/C=N/NC(=O)c2ccc(CSc3nncn3C)cc2)cc1OC | -1.1 | 0.8 | 2 | 4 | 7 | -0.2 | 4 | . | 0.4 | 13
CSCCC(c1nnnn1C1CCCC1)N1CCC2(CC1)C(=O)NCN2c1ccccc1 (stereo unspecified) | 0.2 | -1.8 | 0 | . | 0 | . | . | . | . | .
CCOc1cccc2sc(N(CCCN(C)C)C(=O)c3ccc(S(=O)(=O)N4CCCCCC4)cc3)nc12 | -0.2 | 1.8 | -2 | -2 | 6 | 0.4 | -6 | 21&19 | 0.8 | 28
CCn1c(C)cc(/C=C2/SC(=S)NC2=O)c1C | 0.2 | 0.3 | 2 | 1 | -14 | -0.3 | 0 | -15 | -0.3 | 5
CN(C(=O)CC1C(=O)NCCN1C/C=C/c1ccccc1)C1CCOCC1 (stereo unspecified) | -0.1 | -2.7 | -6 | -2 | 10 | i | -1 | 0 | 0.6 | 15
Oc1ccc(/C=N/Nc2nc(-c3cccnc3)nc3ccccc23)c(O)c1 | 0.1 | 0.7 | -17 | -27 | 1 | i | -2 | . | 0.5 | 18
CCc1nnc(NC(=O)/C=C/c2ccco2)s1 | 4.0 | -0.5 | 2 | -2 | 7 | i | -1 | 7 | 0.5 | 30
CC(=O)CC(C)(C)S(=O)(=O)c1ccc(Oc2ccc(S(=O)(=O)C(C)(C)CC(C)=O)cc2)cc1 | 0.6 | . | 4 | 21 | 3 | 4.0 | -3 | -18 | 1.2 | 0
Cc1c(C)n(CCC(=O)O)c2ccccc12 | 0.3 | -0.7 | -9 | 0 | -5 | -0.2 | -1 | 7&-1 | -0.5 | -1
COCCSc1ccccc1C(=O)NCc1cccnc1 | 1.0 | 0.7 | 10 | -3 | 6 | -0.3 | -2 | -3 | -0.4 | 12
O=C(CCc1nc2ccccc2[nH]1)NCc1ccc2c(c1)OCO2 | -0.2 | 0.6 | 0 | 0 | 6 | i | 3 | 8 | 1.5 | 19
CCCCCCCCNS(=O)(=O)CCNCc1ccccc1OC | -0.2 | 1.4 | -5 | 53* | 18 | -0.4 | . | -14 | -1.1 | .
Cc1cc(C)nc(N2C(=O)CC(Cc3ccc(Cl)cc3)C2=O)n1 (stereo unspecified) | 0.3 | 4.7 | -4 | 7 | 12 | -0.3 | 2 | -20 | -0.2 | 0
Cn1c(NC(=O)Cc2cccc3ccccc23)cc(=O)n(C)c1=O | -0.9 | 0.6 | -6 | 4 | -4 | -0.3 | -1 | -18 | -1.6 | -9
Cc1cccc(N2CCN(C(=O)CSc3ccc4c(c3)OCCO4)CC2)c1C | -0.5 | -0.2 | -4 | 42 | 20 | i | . | -9 | 8.1 | .
CCC(C)NC(=O)c1ccccc1-c1ccccc1C(=O)NC(C)CC (stereo unspecified) | 0.2 | 1.1 | -5 | -4 | 4 | -0.3 | 1 | -5 | -0.3 | 20
COc1ccc([N+](=O)[O-])cc1NC(=O)C1(c2ccccc2)CCOCC1 | -0.2 | 1.5 | -3 | 5 | -7 | i | -1 | 10 | -1.6 | 11
Cc1ccc2[nH]c(CNC(=O)C3CCCCC3)cc2c1 | 93* | -0.4 | 3 | 5 | 9 | i | 0 | 1 | 0.7 | 2
COc1ccc(-n2ncc3c(NCC(C)C)ncnc32)cc1 | 0.1 | . | 0 | -7 | 10 | -7.1 | -3 | -12 | 0.8 | 9
CCOC(=O)c1cn(CC)c2cc(N3CCOCC3)c(F)cc2c1=O | 0.9 | . | -5 | -9 | -4 | i | 7 | 0 | -1.4 | -5
CCOC(=O)C1=C(Nc2ccc(C)cc2)CC(C)(O)C(C(=O)OCC)C1c1ccccc1 (stereo unspecified) | -0.5 | . | -4 | -2 | -3 | -0.4 | -5 | -2 | -0.2 | 23
O=C(NCCCNC(=O)c1cnccn1)c1ccc(Cl)cc1 | 2.8 | 0.5 | -2 | 5 | -19 | -0.5 | 0 | -8 | -0.9 | 10
COc1cc(/C=C/C(=O)O)cc(OC)c1 | -0.6 | . | -4 | 7 | . | 5.4 | -2 | -2 | -0.1 | 17
O=C(c1ccc2c(c1)OCO2)N1CCN(c2cccc(C(F)(F)F)c2)CC1 | -2.6 | 2.0 | -5 | 17 | 2 | -0.3 | 2 | 6 | -0.3 | -4

From PubChem

The list is partial; count on the stated rates, not on these rows.
